SNCA viab count – reduces viability of HEK-293 SNCA reporter cells | HEK-293-SNCA-luc viability, GF-AFC fluorescence, 24 h | Potency, µM (highest dose often 57.1 µM), inactives show at the highest dose activity change, negative = cytotoxicity, usual class: cytotoxic | hit rate 0.12% among 150,000 | AID 1671193;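 note: 0% = DMSO-treated cells and -100% = medium-only wells without cells; nearly all actives have a fitted effect of over 30% in size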
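Cytotoxicity counterscreen: after 24 h compound treatment of genome-edited SNCA-luciferase HEK-293 cells, live-cell protease substrate GF-AFC read by fluorescence after 30 min; activity scaled between DMSO (0%) and medium-only (-100%), curves Hill-fitted.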
SNCA expr inhib – SNCA gene expression inhibition. hit rate 0.17% among 140,000. HEK-293 SNCA-luciferase knock-in, luminescence, 24 h. Potency, µM (titrated, usually from 57.2 µM), inactives show at the highest dose activity change, negative = inhibition, most hits filed as inhibitors. AID 1671194;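 note: plate controls were DMSO cells for no effect and cell-free wells for full effect; nearly all actives have a fitted effect of over 45% in size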
Active calls of the source: *; u = inconclusive; [ ] = dose if it differs, or a comment. Calls come from the whole dose curve; as a rule, active = well fitted curve in the direction sought with a large enough effect; inconclusive = small, poorly fitted or top-dose-only effect, or another doubt; inactive = no such curve, though single readings can be large; an effect the other way counts as inactive or inconclusive. Potency is the fitted concentration of half-maximal effect.

Values run as follows: SNCA viab count | SNCA expr inhib
CN(C)C(=O)c1ccc(-c2ccc3ncnc(NCc4cccnc4)c3c2)cc1
→ 2% | 3%
COc1cccc(Nc2ncc3nc(C)c(=O)n(C)c3n2)c1
→ 3% | 45%[activator]
CN(C)C(=O)c1ccc(-c2nccc(NCc3ccccc3)n2)cc1
→ 2% | -6%
COc1cccc(Cn2c(=O)c(-c3ccc(F)cc3)nc3cncnc32)c1
→ u | -23%
COc1ccc(-n2c(=O)c(-c3cccs3)nc3cncnc32)cc1
→ u | 60%[activator]
O=C(Nc1cccc(F)c1)N1CCC2(CC1)CCN(C(=O)c1cnccn1)CC2
→ -6% | 12%
COc1ccccc1-c1cncnc1N1CCN(C)CC1
→ 2% | u
N#Cc1cccc(NC(=O)N2CC3(CCN(C(=O)c4cccc(F)c4)CC3)C2)c1
→ 3% | 5%
CN1CCN(c2ncc3nc(-c4cc(F)cc(F)c4)c(=O)n(C)c3n2)CC1
→ u | -1%
CN1CCN(c2ncc3ncc(=O)n(C4CC4)c3n2)CC1
→ -8% | 4%
Cn1c(=O)c(-c2cccc(Cl)c2)nc2cncnc21
→ u | 8%
CN(C)Cc1ccccc1-c1ccc2ncnc(NC3CCNCC3)c2c1
→ -2% | 8%
Cn1cccc1C(=O)N1CCC2(CC1)CCN(c1ccncc1)CC2
→ -8% | -20%
CS(=O)(=O)N1CCC2(CCCN(Cc3ccccc3)C2)CC1
→ 1% | 5%
N#Cc1cccc(-c2nc3cnc(N4CCOCC4)nc3n(C[C@H]3CCCO3)c2=O)c1
→ 18% | -3%
Cc1cccc(CNc2ncncc2-c2ccccc2C(F)(F)F)c1
→ 1% | -7%
O=C(Nc1cccc(F)c1)N1CCC2(CC1)CCN(C(=O)c1cccc(F)c1)CC2
→ -21% | -7%
c1cncc(-c2ccc3ncnc(NC4CCNCC4)c3c2)c1
→ 2% | -7%
O=c1c(-c2ccccc2)nc2cnc(N3CCNCC3)nc2n1Cc1cccs1
→ u | 5%
Cc1cnc(CNc2cc(-c3ccccc3C)ncn2)cn1
→ 1% | 41%[activator]
CN(C)c1ccc(-c2nccc(NCCN3CCOCC3)n2)cc1
→ -12% | 2%
COc1ccc(NC(=O)N2CC[C@@]3(CCCN(C(=O)c4csnn4)C3)C2)cc1
→ -16% | 4%
c1ccc(CNc2nc(-c3cccnc3)nc3ccccc23)cc1
→ -23% | 5%
c1ccc(CNc2ncnc3ccc(-c4ccc5c(c4)OCO5)cc23)cc1
→ 4% | 19%
Cc1noc(C)c1C(=O)N1CCC2(CCCN(C(c3ccccc3)c3ccccc3)C2)CC1
→ 1% | 0%
CN(C)Cc1ccccc1-c1cc(NCc2ccccc2)ncn1
→ -3% | 26%
O=c1c(CCc2ccccc2)nc2cncnc2n1-c1ccccc1
→ -1% | 16%
N#Cc1ccc(CN2CC[C@@]3(CCCN(C(=O)c4cc(C(F)(F)F)cc(C(F)(F)F)c4)C3)C2)cc1
→ -23% | -10%
Cc1cnc(CNc2ncnc3ccc(-c4ccccc4C(F)(F)F)cc23)cn1
→ -7% | 22%
COc1ccc(CNc2ncncc2-c2ccoc2)c(OC)c1
→ 4% | 16%
COc1ccccc1CN1CCCC2(CCN(C(=O)c3cccc(F)c3)CC2)C1
→ 5% | -6%
Cn1c(=O)c(-c2ccc(F)cc2)nc2cncnc21
→ 6% | -14%
CN1CCN(c2ncc3nc(-c4ccccc4)c(=O)n(C4CC4)c3n2)CC1
→ -19% | -6%
Cn1c(=O)c(-c2cccs2)nc2cnc(OCc3ccccc3)nc21
→ u | 0%
COc1ccccc1-c1cc(-n2ccnc2)ncn1
→ 12% | -8%
O=S(=O)(c1ccccc1)N1CCC[C@@]2(CCN(C(c3ccccc3)c3ccccc3)C2)C1
→ 0% | u
COc1ccc(C(=O)N2CCC3(CC2)CN(c2ccc(-c4ccccc4)cc2)C3)cc1
→ -6% | -19%
Clc1ccccc1-c1cc(NCCN2CCOCC2)ncn1
→ 0% | 44%[activator]
Cc1cnc(CNc2ccnc(-c3ccccc3C)n2)cn1
→ 2% | 1%
c1cncc(-c2nccc(NCc3cccs3)n2)c1
→ -10% | 122%[activator]

Two neighbouring records already listed, quoted:
Values run as follows: SNCA viab count | SNCA expr inhib
CN(C)c1ccc(-c2nccc(NCCN3CCOCC3)n2)cc1
→ -12% | 2%
COc1ccc(NC(=O)N2CC[C@@]3(CCCN(C(=O)c4csnn4)C3)C2)cc1
→ -16% | 4%

Next results follow.
Values run as follows: SNCA viab count | SNCA expr inhib
CN1CCN(c2ccnc(-c3ccc(N(C)C)cc3)n2)CC1
→ -5% | 16%
COc1ccc(CNc2cc(-c3cccc(C#N)c3)ncn2)c(OC)c1
→ 9% | -10%
COCCn1c(=O)c(-c2cccs2)nc2cnc(N3CCOCC3)nc21
→ u | 54%[activator]
COc1ccc(-n2c(=O)c(-c3cn(C)c4ccccc34)nc3cnc(OC)nc32)cc1
→ 7% | 18%
CN1CCN(c2ccnc(-c3cccnc3)n2)CC1
→ -6% | 5%
COc1ccc(Oc2ncc3nc(C)c(=O)n(-c4ccccc4)c3n2)cc1
→ 6% | -3%
CC(=O)N1CCC2(CCCN(C(=O)Nc3cccc(C#N)c3)C2)CC1
→ 5% | -8%
COc1cccc(Cn2c(=O)cnc3cnc(OC)nc32)c1
→ -10% | 5%
CC(C)NC(=O)N1CCC2(CC1)CCN(C(=O)c1cccc(F)c1)CC2
→ -10% | 12%
CN1CCN(c2ncc3nc(CCc4ccccc4)c(=O)n(CCc4ccccc4)c3n2)CC1
→ -6% | -19%
COc1ncc2nc(-c3ccc(F)cc3)c(=O)n(C[C@H]3CCCO3)c2n1
→ 1% | 13%
CC(=O)NCCNc1ncnc2ccc(-c3cccc(NS(C)(=O)=O)c3)cc12
→ -13% | -5%
Cc1ccccc1-c1cc(NCc2cccnc2)ncn1
→ 10% | 0%
COc1cccc(Nc2ncc3nc(-c4cn(C)c5ccccc45)c(=O)n(CCC#N)c3n2)c1
→ u | 18%
CNc1ncncc1-c1ccccc1CN(C)C
→ 4% | 1%
COCCNc1nc(-c2ccoc2)nc2ccccc12
→ 0% | -30%
COc1ccccc1CN1CC[C@@]2(CCCN(C(=O)c3cccn3C)C2)C1
→ 2% | 5%
COc1ncc2nc(C)c(=O)n(Cc3cccs3)c2n1
→ u | -27%
c1ccc(CNc2ncncc2-c2ccc3c(c2)OCO3)cc1
→ -7% | -3%
COC(=O)N1CCC[C@@]2(CCN(C(=O)Nc3ccc(OC)cc3)C2)C1
→ -1% | 31%
COc1ccccc1CNc1ncnc2ccc(-c3ccc4c(c3)OCO4)cc12
→ 7% | 30%[activator]
COCCn1c(=O)c(-c2cccc(C#N)c2)nc2cnc(Oc3cccc(Cl)c3)nc21
→ 2% | 8%
COC(=O)N1CCC2(CCCN(C(=O)Nc3cccc(F)c3)C2)CC1
→ -6% | 11%
CS(=O)(=O)Nc1cccc(-c2nc(N3CCOCC3)c3ccccc3n2)c1
→ -9% | 16%
O=C(c1cc(C(F)(F)F)cc(C(F)(F)F)c1)N1CCC2(CCCN(c3ncccn3)C2)CC1
→ -1% | 2%
COc1ccc(-n2c(=O)c(-c3ccc(F)cc3)nc3cnc(N4CCOCC4)nc32)cc1
→ -1% | 17%
COc1ccc(-n2c(=O)c(-c3ccc(F)cc3)nc3cncnc32)cc1
→ u | -18%
FC(F)(F)c1ccccc1-c1ccc2ncnc(NCc3cccnc3)c2c1
→ -8% | -14%
O=C(c1cccc(F)c1)N1CCC2(CC1)CN(c1ccncc1)C2
→ 5% | 8%
COc1ccc(C(=O)N2CCC3(CC2)CN(c2ccccc2)C3)cc1
→ -9% | 1%
CS(=O)(=O)N1CCC2(CCCN(c3ccncc3)C2)CC1
→ -1% | 11%
COCCn1c(=O)c(-c2cc(F)cc(F)c2)nc2cnc(Nc3cccc(OC)c3)nc21
→ 19% | 4%
COc1ccccc1CN1CCCC2(CCN(C(C)=O)CC2)C1
→ -5% | 23%
O=c1c(-c2ccc(F)cc2)nc2cnc(Oc3cccc(Cl)c3)nc2n1C[C@H]1CCCO1
→ -2% | -25%
COc1ccc(NC(=O)N2CC[C@@]3(CCCN(C(=O)c4ccco4)C3)C2)cc1
→ -3% | 0%
O=C(Nc1cccc(F)c1)N1CCCC2(CCNCC2)C1
→ -3% | 4%
O=C(c1cccc(F)c1)N1CCC2(CC1)CCN(c1ncccn1)CC2
→ -6% | -1%
Cc1noc(C)c1-c1cncnc1NCc1cccnc1
→ 3% | 1%
CS(=O)(=O)N1CCC2(CCCN(C(=O)Nc3cccc(C#N)c3)C2)CC1
→ 8% | 12%
O=c1cnc2cnc(OCc3ccccc3)nc2n1Cc1ccc(F)cc1
→ u | -22%
COc1ncc2nc(-c3ccccc3)c(=O)n(CCc3ccccc3)c2n1
→ 3% | 13%
FC(F)(F)c1ccccc1-c1nccc(NCc2ccccc2)n1
→ 4% | -15%
Cc1ccccc1-c1ccc2ncnc(NCc3cccs3)c2c1
→ -14% | 34%[activator]
CC(=O)NCCNc1nc(-c2ccc(C(=O)N(C)C)cc2)nc2ccccc12
→ -8% | 45%[activator]
N#Cc1ccc(CN2CC3(CCN(C(=O)c4ccncc4)CC3)C2)cc1
→ 1% | 23%
N#CCCn1c(=O)c(CCc2ccccc2)nc2cnc(OCc3ccccc3)nc21
→ u | -12%
O=c1c(-c2cccc(F)c2)nc2cncnc2n1C1CC1
→ -4% | 4%
COc1ccccc1CCn1c(=O)c(-c2cccc(F)c2)nc2cncnc21
→ -7% | 7%
Cc1noc(C)c1C(=O)N1CCC2(CC1)CCN(c1ncccn1)CC2
→ 9% | 9%
CN1CCN(c2ncc3nc(-c4cccs4)c(=O)n(-c4ccccc4)c3n2)CC1
→ u | -5%
c1ccc(Nc2nc(-c3cccnc3)nc3ccccc23)cc1
→ -14% | -10%
COCCn1c(=O)c(-c2cccc(C#N)c2)nc2cnc(N3CCNCC3)nc21
→ u | 13%
COCCn1c(=O)c(CCc2ccccc2)nc2cncnc21
→ -6% | 24%
c1ccc(Nc2ncncc2-c2ccc3c(c2)OCO3)cc1
→ -9% | -23%
CNc1ccnc(-c2ccccc2C)n1
→ -14% | u
Cc1ccccc1-c1nccc(Nc2ccc(F)cc2)n1
→ 0% | -6%
CC(C)CN1CC[C@@]2(CCCN(S(=O)(=O)c3ccccc3)C2)C1
→ -1% | u
COc1cccc(Nc2ncc3nc(C)c(=O)n(-c4ccccc4)c3n2)c1
→ -16% | 36%[activator]
COc1ccc(CNc2ncnc3ccc(-c4ccc(N(C)C)cc4)cc23)c(OC)c1
→ -31% | 1%
c1cncc(CNc2ccnc(-c3cccnc3)n2)c1
→ -9% | -6%

Molecules above with a furan ring, fused or not, in the order listed:
Values run as follows: SNCA viab count | SNCA expr inhib
COc1ccc(CNc2ncncc2-c2ccoc2)c(OC)c1
→ 4% | 16%
COCCNc1nc(-c2ccoc2)nc2ccccc12
→ 0% | -30%
COc1ccc(NC(=O)N2CC[C@@]3(CCCN(C(=O)c4ccco4)C3)C2)cc1
→ -3% | 0%

Further compounds.
Values run as follows: SNCA viab count | SNCA expr inhib
Cc1cnc(CNc2nc(-c3ccccc3Cl)nc3ccccc23)cn1
→ -27% | 37%[activator]
O=c1c(-c2cccs2)nc2cncnc2n1Cc1ccc(F)cc1
→ -16% | -14%
COc1ccc(NC(=O)N2CC[C@@]3(CCCN(C(=O)c4cc(C(F)(F)F)cc(C(F)(F)F)c4)C3)C2)cc1
→ -22% | 64%[activator]
Cc1cnc(CNc2ncnc3ccc(-c4ccccc4Cl)cc23)cn1
→ -10% | -12%
COc1ccccc1CN1CC2(CCN(S(C)(=O)=O)CC2)C1
→ 1% | -14%
COc1ccc(CNc2ncnc3ccc(-c4cccnc4)cc23)c(OC)c1
→ -2% | 21%
COc1ccc(-n2c(=O)c(-c3ccc(F)cc3)nc3cnc(OC)nc32)cc1
→ -15% | -14%
O=c1cnc2cnc(Nc3ccccc3)nc2n1Cc1cccs1
→ -26% | u
Cn1cccc1C(=O)N1CCC2(CC1)CN(Cc1ccc(C#N)cc1)C2
→ -2% | -8%
N#Cc1cccc(-c2cncnc2NCc2cccs2)c1
→ 9% | 1%
COCCn1c(=O)c(-c2ccc(F)cc2)nc2cnc(N(C)C)nc21
→ u | u
COc1ccccc1CN1CCC2(CC1)CCN(C(=O)c1cc(C(F)(F)F)cc(C(F)(F)F)c1)CC2
→ -20% | u
Cc1nc2cnc(Oc3cccc(Cl)c3)nc2n(C2CC2)c1=O
→ -5% | -1%
CN1CCN(c2ncc3nc(CCc4ccccc4)c(=O)n(CCC#N)c3n2)CC1
→ 2% | 17%
COc1ccc(Oc2ncc3ncc(=O)n(CCc4ccccc4)c3n2)cc1
→ -5% | -11%
COc1ccc(-n2c(=O)c(-c3cccc(F)c3)nc3cncnc32)cc1
→ -26% | -5%
CN(C)c1ncc2ncc(=O)n(Cc3ccc(F)cc3)c2n1
→ -12% | 26%
Cc1cccc(CNc2cc(-c3ccc(N(C)C)cc3)ncn2)c1
→ -5% | 24%
COCC(=O)N1CCC2(CC1)CCN(C(=O)Nc1cccc(F)c1)CC2
→ 6% | 19%
CC(=O)N1CCC2(CCCN(Cc3ccccc3)C2)CC1
→ 8% | 8%
COCCn1c(=O)c(CCc2ccccc2)nc2cnc(Nc3cccc(OC)c3)nc21
→ u | -13%
CN(C)C(=O)c1ccc(-c2nc(Nc3ccccc3)c3ccccc3n2)cc1
→ -16% | 61%[activator]
COc1ccccc1CCn1c(=O)c(-c2ccc(F)cc2)nc2cncnc21
→ -18% | -6%

This is a subset; rates above refer to the full screens.
